S3 lipid droplet: qHTS Assay for Lipid Storage Modulators in Drosophila S3 Cells; AID 2685; Potency in µM for hits, for the others lipid storage change, negative = inhibition, % at the top dose, mostly 46.1 µM; Drosophila S3 cells, BODIPY lipid droplet fluorescence, 18-24 h; cells fed with added oleic acid; 320,000 compounds, 0.64% hits; active means well fitted inhibition curve with a large enough effect in the signal ratio, with a control signal flat, not every such curve was filed as active; inconclusive means small, poorly fitted or top-dose-only effect, or effect the other way, or a change in a side signal; the % refers to the signal ratio
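Laser-scanning cytometry quantifies lipid droplet accumulation (500–530 nm total intensity; droplet/cell object ratio) in oleic acid-fed (400 uM added) Drosophila S3 cells treated with a concentration series. 20 uM Triacsin C defined 100% inhibition.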
S3 lipid droplet cell count max: also measured in S3 lipid droplet; calls as there; cell number change, %; measured here: cell count max response;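 cells counted by Cell Tracker Red CMTPX staining in the red channel; peak over a dose series mostly up to 46.1 µM; percent activity relative to internal control wells on each plate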
* hit, by the source's call; i = inactive; ? = inconclusive; . = no result given. On the % scale 0 is the no-effect control and ±100 the full control effect; potency means the concentration at half of the fitted maximal effect.

SMILES	S3 lipid droplet	S3 lipid droplet cell count max
O=C(O)CCCN1C(=O)/C(=C/C=C/c2ccco2)SC1=S	2%	21
Cc1cccc(NC(=O)C(C)OC(=O)c2ccccc2NS(=O)(=O)c2cc(C)c(C)c([N+](=O)[O-])c2)c1 (configuration not stated)	3%	-2
Cc1ccnc(NS(=O)(=O)c2ccc(NC(=O)c3oc4ccccc4c3C)cc2)n1	?	.
Nc1nc(SCC(=O)Nc2ncc(Cl)cc2Cl)n[nH]1	?	.
CC1CCN(C(=O)c2ccc3c(c2)NC(=O)CN3)CC1	i	4
COc1ccc(C(=O)Nc2ccc(O)cc2C(=O)O)cc1	?	.
Cc1ncc(CO)c2c1Oc1nc(-c3ccccc3)nc(SCC(=O)N3CCOCC3)c1C2	?	.
CCn1c(-c2ccc(S(=O)(=O)N3CCOCC3)cc2)csc1=Nc1ccc(C)c(Cl)c1	8%	.
O=C(C1Cc2ccccc2CN1S(=O)(=O)c1ccc(F)cc1)N1CCCCCC1 (configuration not stated)	0%	-7
COc1ccc(C(=O)NCc2cccnc2)cc1S(=O)(=O)N1CCCc2ccccc21	?	.
NC(=O)C(c1ccccn1)c1ncc(C(F)(F)F)cc1Cl (configuration not stated)	?	.
COc1ccc(-c2noc(N3CCC(C(=O)Nc4ccc(F)cc4)CC3)n2)cc1	?	.
Fc1ccc(/C=N/n2c(C3CCCCC3)n[nH]c2=S)cc1	?	.
COc1ccccc1C1C2=C(CCCC2=O)N(CC(=O)O)C2=C1C(=O)CCC2	?	.
CN(C)c1ccc(P(=O)(Nc2cccc(C(F)(F)F)c2)N2CCOCC2)c(NC(=O)c2cccs2)c1 (configuration not stated)	-3%	-9
O=C(Cn1cc(C(F)(F)F)cc(Cl)c1=O)NCCc1ccccc1	2%	-1
COc1cc(OC)c(C(=O)OCC(=O)NCCC2=CCCCC2)cc1OC	i	-12
COc1ccc(C(OCC(O)CNCCc2ccc(S(N)(=O)=O)cc2)c2ccc(OC)cc2)cc1 (configuration not stated)	11%	11
Cc1c(NS(=O)(=O)c2ccc(Cl)c(C(=O)OCC(=O)NCc3ccco3)c2)c(=O)n(-c2ccccc2)n1C	27%	19
O=C1NC(c2ccccc2)=C(c2nc3ccccc3s2)C(c2ccccc2)N1 (configuration not stated)	12%	1
Cc1c(C(=O)O)sc(S(=O)(=O)N2CCN(C(=O)Cc3ccccc3Cl)CC2)c1C(=O)O	?	.
CC(C)(C)C1CCC(OCC(O)CN2CCCC2)CC1 (configuration not stated)	?	.
CCCN1CCN(C(=O)c2nn(-c3ccc(OC)cc3)c(=O)c3c2c2ccccc2n3C)CC1	-1%	-5
O=C(N/N=C/c1ccc(O)c(O)c1)c1ccc(CSc2cccc3cccnc23)cc1	?	.
CCCCNC(=O)CCn1c(=O)c2ccccc2n(Cc2cc(C)ccc2C)c1=O	?	.
Cc1ccc(-n2nc(C(=O)NCc3ccco3)c3c4ccccc4n(C)c3c2=O)cc1	15%	2
CC1=C(C(N)=O)C(c2ccccc2)n2nc(-c3cccc(C)c3)nc2N1 (configuration not stated)	?	.
O=C1C(Cc2ccc(O)cc2)NC(=S)N1Cc1ccccc1 (configuration not stated)	0%	5
Cn1cc(S(=O)(=O)NCc2ccc(Cl)cc2)c(=O)n(C)c1=O	?	.
O=C1CC(c2cccc(Cl)c2)CC(O)=C1C=Nc1ccccc1 (configuration not stated)	?	.
CSc1nccc(-c2c(-c3ccc(Cl)cc3)noc2C)n1	12%	2
O=C(Nc1ccc(Cl)cc1)c1ccc(OC2CSC2)cc1	?	.
COc1cccc(N2CCN(C(=O)c3ccc(-c4ccccc4)cc3)CC2)c1	?	.
O=C(CSc1nnc(-c2ccccn2)o1)Nc1ccccc1C(F)(F)F	?	.
COCCCn1c(SCc2nnc(-c3ccc(OC)c(OC)c3)o2)nc2ccccc2c1=O	?	.
Cc1cc(C)c(C)c(S(=O)(=O)NCC(=O)NCC2CCCCC2)c1C	?	.
O=C(COc1ccccc1)NCC(=O)NC1CCCCC1	?	.
Cc1[nH]c(=O)[nH]c(=O)c1Sc1ccccc1[N+](=O)[O-]	?	.
CCOC(=O)C(=CNc1cc(C)nn1-c1ccc(Cl)cc1)C(=O)OCC	?	.
O=S(=O)(NCC1(N2CCOCC2)CCCCC1)c1ccccc1Cl	?	.
O=c1[nH]c2ccc(Br)cc2c(-c2ccccc2)c1CN1CCOCC1	?	.
CCOC(=O)c1cc(-c2cccnc2)nn1-c1ccccc1C	10%	.
Cc1ccc(NC2CCCCC2NS(=O)(=O)c2ccccc2)c(C)c1 (configuration not stated)	?	.
COc1c2occc2cc2ccc(=O)oc12	?	.
Cc1nc(C)c(Oc2cccc(C(F)(F)F)c2)c(=O)[nH]1	4%	2
CC(/C=C/c1ccco1)=N\NC(=O)c1cc(Cl)ccc1O	5%	2
COc1ccccc1N1CCN(/N=C/c2ccc(Cl)c([N+](=O)[O-])c2)CC1	?	.
O=Cc1ccc(N2CCCC2)c([N+](=O)[O-])c1	?	.
COC(=O)CN1C(=O)[C@H]2[C@@H](C3CC3)N3C(=O)CN(CCO)C(=O)[C@@]3(Cc3ccccc3)[C@H]2C1=O	?	.
CCN(CC)S(=O)(=O)c1ccc(-c2nnc(SCc3nnc(-c4ccccc4)o3)o2)cc1	0%	2

Seven entries from above, as comma-separated lines:
SMILES,S3 lipid droplet,S3 lipid droplet cell count max
O=c1[nH]c2ccc(Br)cc2c(-c2ccccc2)c1CN1CCOCC1,?,.
CC(/C=C/c1ccco1)=N\NC(=O)c1cc(Cl)ccc1O,5%,2
O=Cc1ccc(N2CCCC2)c([N+](=O)[O-])c1,?,.
Cc1nc(C)c(Oc2cccc(C(F)(F)F)c2)c(=O)[nH]1,4%,2
COC(=O)CN1C(=O)[C@H]2[C@@H](C3CC3)N3C(=O)CN(CCO)C(=O)[C@@]3(Cc3ccccc3)[C@H]2C1=O,?,.
Cc1ccc(NC2CCCCC2NS(=O)(=O)c2ccccc2)c(C)c1 (configuration not stated),?,.
COc1ccccc1N1CCN(/N=C/c2ccc(Cl)c([N+](=O)[O-])c2)CC1,?,.

(list continues)
SMILES	S3 lipid droplet	S3 lipid droplet cell count max
COc1cc(/C(C)=N/NC(=O)CN2CCN(S(=O)(=O)c3ccc(C)cc3)CC2)ccc1O	11%	9
CC(C)CC(c1nnnn1Cc1ccccc1)N1CCN(C(=O)c2ccco2)CC1 (configuration not stated)	i	2
O=C1Cc2cc([N+](=O)[O-])ccc2N1c1c(Cl)cccc1Cl	?	.
Cc1cc(N2C(=O)C3C4C=CC(C4)C3C2=O)no1 (configuration not stated)	i	.
O=c1cc(-c2ccccc2)[nH][nH]1	2%	7
O=C(CN1C(=O)c2ccccc2C1=O)NCCc1c[nH]c2ccccc12	?	.
Cc1oc2c(O)c(O)ccc2c(=O)c1-c1ccc(Cl)cc1	-3%	11
CCC(C)NC(=O)C1c2ccccc2Oc2ccccc21 (configuration not stated)	-6%	19
NC(=O)C1CCN(Cc2nnnn2Cc2ccco2)CC1	?	.
CC(c1ccncn1)N(C)Cc1nc(-c2ccc(C(F)(F)F)cc2)no1 (configuration not stated)	-8%	-8
Cn1c(=O)c2c(nc(Br)n2Cc2c(F)cccc2Cl)n(C)c1=O	22%	.
C=CCn1c(SCc2cc(=O)n3ccsc3n2)nc2cc(Cl)ccc2c1=O	?	.
N#CC(=C1SC=CS1)c1nc(-c2ccccc2)cs1	?	.
CCCNC(=O)C1CC(=O)N(c2ccc(OCc3ccc(Cl)cc3)cc2)C1 (configuration not stated)	?	.
COc1cccc(CNC(=O)CCCCCn2c(=S)[nH]c3ccc(N4CCOCC4)cc3c2=O)c1	0%	4
Cc1cc(C)cc(Nc2ccc(C(=O)O)cc2[N+](=O)[O-])c1	6%	11
COc1ccc(CNC(=O)c2ccc3c(=O)n4c(nc3c2)CCCCC4)cc1OC	i	-18
Cc1ccc(SCC(=O)Nc2cccc(C)c2)cc1	8%	-10
O=C1CSC(=S)N1c1cccc(F)c1	i	-13
CCOCCCNC(=O)C(NC(=O)c1ccc(=O)[nH]c1)c1ccc(Cl)cc1 (configuration not stated)	?	.
COc1cccc(-c2nnc(N)o2)c1	?	.
O=C(/C=C/c1ccccc1)N(c1ccccn1)C1CCCCC1	?	.
CCn1c(/C=C/Nc2ccccc2)[n+](CC)c2ccc(Cl)cc21	?	.
N=C1C(c2ccccc2)=C(O)CN1NC(=O)c1ccc(Cl)cc1	0%	-2
CCOc1ccc(C(C)=O)cc1NC(=O)/C=C\C(=O)O	8%	0
CO[C@H]1C=CO[C@@]2(C)Oc3c(C)c(O)c4c(O)c(c(C=NN5CCN(C)CC5)c(O)c4c3C2=O)NC(=O)C(C)=CC=C[C@H](C)[C@H](O)[C@@H](C)[C@@H](O)[C@@H](C)[C@H](OC(C)=O)[C@@H]1C	?	.
CCn1c2ccccc2c2cc(NC(=O)CCCN3C(=O)CCC3=O)ccc21	i	.
Cc1nc2ccc(NC(=O)CCC3CCCC3)cc2s1	i	17
Nc1ccccc1C(=O)NNc1ncc(C(F)(F)F)cc1Cl	?	.
CC(C)OP(=O)(c1ccc(N(C)C)cc1)C(O)c1ccccc1F (configuration not stated)	7%	10
COc1ccccc1N(CC(=O)NC1CCCC1)C(=O)CCC(=O)Nc1ccccn1	?	.
CN(/N=C/c1cc(Br)cc(Br)c1O)c1cccc(C(F)(F)F)n1	?	.
O=C1OC(N2C(=O)CC[C@H]2C(=O)Nc2ccc3c(c2)OCO3)c2ccccc21 (some centres not stated)	i	9
CC(=O)NC(Cc1ccccc1)C(=O)NC1CCN(c2ncccc2[N+](=O)[O-])CC1 (configuration not stated)	6%	-6
O=C(N/N=C/c1ccccn1)c1cccc(S(=O)(=O)N2CCCC2)c1	?	.
CCN(CC)c1nc(N)c2c(N)n(-c3ccccc3C)c(=S)c(C#N)c2c1C#N	?	.
O=C(CSc1nc(C2CC2)nc2ccccc12)NCc1ccc2c(c1)OCO2	?	.
O=C(CCCN1C(=O)/C(=C/c2cccs2)SC1=S)Nc1cc([N+](=O)[O-])ccc1O	?	.
CCCCn1c(N)c(N(CC(C)C)C(=O)C2CSC3(C)CCC(=O)N23)c(=O)[nH]c1=O (configuration not stated)	?	.
c1ccc(Cc2ccc(OCCN3CCOCC3)cc2)cc1	?	.
Cc1ccccc1NC(=O)/C(C#N)=C/c1ccccc1C(F)(F)F	4%	-2
Cc1ccc2cc(CN(Cc3ccco3)C(=O)c3ccccc3)c(=O)[nH]c2c1C	?	.
O=C(CC1CCCCC1)NCc1cn2ccsc2n1	-20%	-13
COc1ccc(-c2csc3ncnc(NCCO)c23)cc1	-3%	-7
CCC(=O)N(CCC(c1ccc(C)cc1)c1ccco1)Cc1ccco1 (configuration not stated)	1%	.
CC1CCC(NC(=O)C2CCC(CNS(=O)(=O)c3ccccc3)CC2)CC1 (configuration not stated)	i	-6
O=C(NNS(=O)(=O)c1ccc(Cl)cc1)c1ccc(S(=O)(=O)N2CCCCC2)cc1	16%	9
Cc1cc[n+](CC(=O)c2ccc(NC(=O)c3ccccc3)cc2)cc1	?	.
Cc1cc(C)n(-c2ncnc3ccccc23)n1	12%	-1
O=C(Nc1ccc(-n2nncc2-c2ccco2)cc1)c1ccc(F)cc1	?	.

Some of the entries so far, with each value named.
molecule: Cc1ccccc1NC(=O)/C(C#N)=C/c1ccccc1C(F)(F)F
  S3 lipid droplet: 4%; S3 lipid droplet cell count max: -2
molecule: O=C(CC1CCCCC1)NCc1cn2ccsc2n1
  S3 lipid droplet: -20%; S3 lipid droplet cell count max: -13

The listing continues.
SMILES	S3 lipid droplet	S3 lipid droplet cell count max
Cc1noc(C)c1COc1ccc(C(=O)OCC(=O)N2CC(=O)Nc3ccccc32)cc1	?	.
Cc1ccc(/C=C2\CC(C)CC3=C2NC(=S)NC3c2ccc(C)cc2)cc1 (configuration not stated)	8%	5
CCCn1c(COc2ccc(C(=O)O)cc2)nc2ccccc21	?	.
O=C(CNS(=O)(=O)c1ccccc1)OCC(=O)c1ccc(Br)cc1	?	.
CC1CCCC(NC(=O)c2cn(C)c3ccc(S(=O)(=O)N4CCCC4)cc3c2=O)C1C (configuration not stated)	i	.
COc1ccc2nc(NC(=O)CSc3nc(C)cc(C)n3)sc2c1	?	.
O=C(CN1CCCC1)Nc1sc2c(c1C(=O)Nc1ccc(Br)cc1)CCC2	?	.
Cc1ccccc1-c1nc(CN2CCCC(C(=O)NCc3cccnc3)C2)c(C)o1 (configuration not stated)	3%	5
Cc1cccc(N2CCN(S(=O)(=O)c3ccc4[nH]c(=O)ccc4c3)CC2)c1C	?	.
Cc1occc1-c1nnc(SCC(=O)c2ccc(F)cc2)o1	i	-16
O=C(NC1CCCCC1)NC1CCN(S(=O)(=O)c2ccc3c(c2)OCCO3)CC1	?	.
Cc1ccc(S(=O)(=O)c2c(C)cc(C)nc2Cl)cc1	i	.
O=c1[nH]c(C2CCCN(S(=O)(=O)c3ccccc3)C2)nc2c1nnn2Cc1ccccc1F (configuration not stated)	-7%	-16

5 entries out of the list above, arranged by their value in S3 lipid droplet, low to high.
SMILES	S3 lipid droplet	S3 lipid droplet cell count max
CN(C)c1ccc(P(=O)(Nc2cccc(C(F)(F)F)c2)N2CCOCC2)c(NC(=O)c2cccs2)c1 (configuration not stated)	-3%	-9
Cc1ccccc1-c1nc(CN2CCCC(C(=O)NCc3cccnc3)C2)c(C)o1 (configuration not stated)	3%	5
CC(/C=C/c1ccco1)=N\NC(=O)c1cc(Cl)ccc1O	5%	2
Cc1ccc(SCC(=O)Nc2cccc(C)c2)cc1	8%	-10
COc1cc(/C(C)=N/NC(=O)CN2CCN(S(=O)(=O)c3ccc(C)cc3)CC2)ccc1O	11%	9

Compound activity from PubChem.

An excerpt; the hit share may differ from the screen's.
